GDH-TPI inh: counter-screen for M. tuberculosis FBA inhibitors: GDH-TPI coupled enzymes. GDH-TPI coupled enzyme counterscreen, NADH absorbance. inhibition, % at 4.8 µM. 360,000 compounds, 1.2% hits;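 further: 0% = DMSO wells and 100% = wells lacking the enzyme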
BoNT F protease: BoNT F light chain protease inhibition; Multiplex microsphere protease cleavage assay, flow cytometry; inhibition, % at 10 µM; 360,000 compounds, 0.22% hits; in the data active means inhibition above about 35%, passing the limit was not always enough; inconclusive means no clear call, values can overlap the other calls; further: plate controls were buffer without enzyme for full effect and enzyme alone for no effect
UGM FP inh: Mtb UDP-galactopyranose mutase inhibition; P9WIQ1; purified UGM, fluorescence polarization probe displacement; inhibition, % at 10 µM; 320,000 compounds, 0.06% hits; in the data active means inhibition above about 10%, passing the limit was not always enough; inconclusive means no clear call, values can overlap the other calls
CCHF vOTU inh: blocks the CCHF virus ovarian tumor domain protease; CCHFV vOTU protease, Pep-AMC fluorescence; inhibition, % at 11.5 µM; 370,000 compounds, 0.55% hits; further: 0% = vehicle wells with enzyme and 100% = no enzyme wells
MazEF act: activators of E. coli MazEF toxin-antitoxin RNase; AID 504720; FAM/BHQ RNA-DNA oligo cleavage fluorescence, 5 h; P0AE70; activation, % at 20 µM; 350,000 compounds, 0.32% hits; in the data active means activation above about 50%
Target sequence (P0AE70 whole entry, looked up): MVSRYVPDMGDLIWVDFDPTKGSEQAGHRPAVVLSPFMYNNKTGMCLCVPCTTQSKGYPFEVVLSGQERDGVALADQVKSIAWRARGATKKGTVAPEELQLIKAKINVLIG
BioA inh: BioA (M. tuberculosis) enzyme inhibition; purified M. tuberculosis BioA enzyme, plate reader; inhibition, % at 9.99 µM; 360,000 compounds, 0.096% hits; in the data active means inhibition above about 40%; inconclusive means no clear call, values can overlap the other calls
FBA Mtb inh: inhibitors of M. tuberculosis fructose-bisphosphate aldolase. P9WQA3. purified M. tuberculosis FBA, fluorescence read-out. inhibition, % at 1 µM. 360,000 compounds, 2.3% hits. AID 588726; in the data active means inhibition above about 27%;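 further: 0% = vehicle and 100% = reference inhibitor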
Target sequence (P9WQA3 whole entry, looked up): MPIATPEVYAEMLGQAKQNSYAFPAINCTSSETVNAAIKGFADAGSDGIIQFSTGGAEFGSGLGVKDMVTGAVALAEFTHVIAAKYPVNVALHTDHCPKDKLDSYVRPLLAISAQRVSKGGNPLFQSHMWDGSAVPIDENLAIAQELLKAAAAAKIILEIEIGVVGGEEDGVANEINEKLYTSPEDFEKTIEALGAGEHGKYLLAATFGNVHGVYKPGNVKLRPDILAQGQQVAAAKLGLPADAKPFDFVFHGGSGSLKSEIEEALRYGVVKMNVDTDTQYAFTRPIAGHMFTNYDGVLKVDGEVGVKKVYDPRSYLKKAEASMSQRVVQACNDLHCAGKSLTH
Rv3671c protease: inhibitors of M. tuberculosis serine protease Rv3671c | AID 2606 | 320,000 compounds, 0.048% hits | inhibition, % at 5.96 µM | P9WHR9; in the data active means inhibition above about 38%;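 further: extracellular domain of Rv3671c used as enzyme; 0% = enzyme with DMSO and 100% = no enzyme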
FadD28 binding: blocks FadD28 binding to the bisubstrate probe. fluorescence polarization. inhibition, % at 12.5 µM. 360,000 compounds, 0.22% hits; in the data active means inhibition above about 8.5%, passing the limit was not always enough; inconclusive means no clear call, values can overlap the other calls
DUSP3 inh: blocks human VHR1 dual specificity phosphatase. P51452. inhibition, % at 13.3 µM. 290,000 compounds, 0.52% hits. recombinant VHR phosphatase, pNPP absorbance. AID 1654; in the data active means inhibition above about 50%; further: some compounds called inactive have numbers as strong as hits
Target sequence (P51452 whole entry, looked up): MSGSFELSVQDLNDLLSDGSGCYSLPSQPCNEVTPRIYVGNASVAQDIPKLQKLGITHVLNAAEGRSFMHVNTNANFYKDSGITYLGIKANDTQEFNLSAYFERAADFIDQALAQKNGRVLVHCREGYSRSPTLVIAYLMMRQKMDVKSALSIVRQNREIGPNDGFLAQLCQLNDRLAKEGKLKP
* hit, by the source's call; ? = inconclusive; . = not tested or not shown; & = joins results of further samples. Unless noted, no stated cut-off is given here; in the data, active means inhibition above about 30%; inactive means the rest.

entry	structure	GDH-TPI inh	BoNT F protease	UGM FP inh	CCHF vOTU inh	MazEF act	BioA inh	FBA Mtb inh	Rv3671c protease	FadD28 binding	DUSP3 inh
1	N#Cc1nc(COc2ccc(F)cc2)oc1NCCN1CCOCC1	-4	4	-1.2	22	3	-2.1	1	3	-0.3	29
2	CCN(C(=O)COc1ncnc2ccc(Br)cc12)C1CCS(=O)(=O)C1 (stereo not drawn)	-14	-3	-1.4	0	5	-0.8	1	0	-3.1	5
3	COc1ccc(-c2nnc(SCC(=O)NCCC(C)C)nc2-c2ccc(OC)c(OC)c2)cc1OC	11	16	0.1	27	10	0.1	-2	-2	-2.6	-3
4	O=C(CC[C@H]1O[C@@H](n2ccc(=O)[nH]c2=O)[C@H](O)[C@@H]1O)NCc1cccc2ccccc12	.	-2	.	11	.	-4.3	1	.	-1.2	.
5	Cc1ccc(NS(=O)(=O)c2ccc(-c3csc(C)n3)s2)c(C)c1	1	-2	3.5	-1	7	-0.3	0	-4	-3.6	4
6	CN1CCN(C(=O)C2=C[C@@H](c3coc4ccccc4c3=O)C[C@@H](OCCCCO)O2)CC1	9	4	0.6	-10	8	-2.0&0.2	3	-4	-1.5	26
7	COc1ccc(NS(=O)(=O)c2ccc(NC(=O)c3ccccn3)cc2)cc1	-3	1	-1.5	9	6	0.7	0	-3	-7.2	.
8	NS(=O)(=O)c1ccc(Nc2nc(-c3ccc4ccccc4c3)cs2)cc1	-1	-20	1.5	1	22	6.4	3	4	-0.6	-6

(continued)
entry	structure	GDH-TPI inh	BoNT F protease	UGM FP inh	CCHF vOTU inh	MazEF act	BioA inh	FBA Mtb inh	Rv3671c protease	FadD28 binding	DUSP3 inh
9	NC(=O)c1cc[n+](CC(=O)NC(=O)Nc2ccccc2)cc1	-3	.	0.8	5	4	-0.7	3	-8	-2.9	.
10	COC(=O)c1sc(SC)nc1N	.	.	-2.8	.	2	.	.	-9	.	29
11	CC(=O)Nc1nnc(SCC(=O)NC2CCCC2)s1	-8	0	0.0	9	-3	0.4	1	8	-2.1	-16
12	Cc1cccc(NC(=S)NCC(C)CSc2ccc(Cl)cc2)c1 (stereo not drawn)	3	-6	-0.9	3	-6	.	5	-51	-1.4	37
13	Cc1ccc2nc(/C(C#N)=C/c3ccc(-c4cccc([N+](=O)[O-])c4)o3)[nH]c2c1	14	1	-1.0	-17	-11	.	0	-4	0.1	62
14	O=C(Nc1ccccc1)C1CC(O)CN1S(=O)(=O)c1ccc([N+](=O)[O-])cc1 (stereo not drawn)	9	0	-4.5	-13	8	1.2	-2	3	-1.7	5
15	Cc1cc2oc(=O)cc(CN(C)Cc3ccccc3)c2cc1Cl	.	-4	.	3	.	0.4	0	.	-3.4	.
16	O=C(c1ccncc1)N(c1ccc2oc3c(c2c1)CCCC3)S(=O)(=O)c1ccc(F)cc1	-2	-1	-0.5	11	-1	.	0	-14	-0.5	2

Following part
entry	structure	GDH-TPI inh	BoNT F protease	UGM FP inh	CCHF vOTU inh	MazEF act	BioA inh	FBA Mtb inh	Rv3671c protease	FadD28 binding	DUSP3 inh
17	CC(C)Nc1nc(NC(C)C)nc(N(C#N)CCOc2ccc(Cl)cc2Cl)n1	-1	-4	-1.5	16	-4	1.5	3	-22	-3.0	13
18	CCOC(CCNC(=O)c1cn(CCOC)c(=O)c2c1c1ccccc1n2C)OCC	5	-12	-0.1	-13	3	-1.4	30*	2	-2.3	-19
19	Cc1cc(C)nc(N2CCCC(C(=O)NC(C)CCc3ccco3)C2)n1 (stereo not drawn)	-2	-2	-4.5	-5	-2	-0.3	13	4	-1.3	-8
20	Cc1cc(NC(=O)CSc2nnc(C3COc4ccccc4O3)n2C)no1 (stereo not drawn)	-5	0	-0.8	-9	-11	.	0	-3	-3.4	7
21	N#C/C(=C/c1cccc([N+](=O)[O-])c1)c1nnc2n1CCCCC2	12	0	2.0	4	1	.	1	0	0.3	16
22	Cc1ccc(N(C(=O)Cn2nnc(-c3ccccc3)n2)C(C(=O)NC2CCCCC2)c2ccccn2)cc1C (stereo not drawn)	4	-4	2.0	-7	-2	-1.1	3	-2	1.0	-5
23	O=C1/C(=C/c2ccc(O)c([N+](=O)[O-])c2)SC(=S)N1Cc1ccccc1	3	-3	-0.7	-4	-1	0.3	-3	-9	2.1	19
24	Oc1cccc(/C=N/Nc2nn3cnnc3c3ccccc23)c1	25	3	1.8	10	5	-2.2	2	-7	-5.1	22

Further results:
entry	structure	GDH-TPI inh	BoNT F protease	UGM FP inh	CCHF vOTU inh	MazEF act	BioA inh	FBA Mtb inh	Rv3671c protease	FadD28 binding	DUSP3 inh
25	O=C(Nc1nnc(CCS(=O)(=O)c2ccc3ccccc3c2)s1)c1ccc([N+](=O)[O-])cc1	0	-5	-1.5	14	-5	.	1	3	-3.2	-2
26	O=c1c2c3nc4ccccc4nc3n(CC3CCCO3)c2ncn1CCc1ccccc1 (stereo not drawn)	7	-3	0.9	2	10	-0.9	25	-2	-4.5	27
27	Cc1ccc2[nH]c(C(F)(F)F)cc(=O)c2c1	7	?	0.3	-10	-2	.	6	6	-0.4	-11
28	COc1ccc(NC(=O)CSCC(=O)Nc2ccc(S(=O)(=O)N3CCCCC3)cc2)cc1	1	-5	-9.2	-1	-1	0.2	2	-8	1.2	6
29	O=c1cc[nH]c2c(C(F)(F)F)cccc12	13	-4	-0.3	3	-4	0.4	10	1	-0.4	-19
30	COc1cccc(NC(=O)N2CCC(NC(=O)C(Cc3ccccc3OC)NC(C)=O)CC2)c1 (stereo not drawn)	-2	-1	.	8	3	-1.0	5	.	2.5	44
31	N#C/C(=N\Nc1ccccc1F)C(=N)N1CCCCC1	27	-8	3.6	-6	-9	-1.1	-12	2	-0.4	3
32	CS(=O)(=O)N(CC(=O)Nc1cccc(Br)c1)Cc1ccccc1	8	-12	-2.3	-6	2	-2.7	0	.	-0.9	27

The listing continues:
entry	structure	GDH-TPI inh	BoNT F protease	UGM FP inh	CCHF vOTU inh	MazEF act	BioA inh	FBA Mtb inh	Rv3671c protease	FadD28 binding	DUSP3 inh
33	O=C(CSc1ccc(-c2ccccn2)nn1)Nc1nccs1	18	-8	-0.1	12	3	.	1	13	-4.6	11
34	CC(C)(C)NC(=O)C(c1ccco1)N(C(=O)Cn1nnc(-c2ccc(F)cc2)n1)c1ccccc1F (stereo not drawn)	5	-7	3.1	-4	-7	.	0	2	-2.0	6
35	CC(=O)OC1(C(F)(F)F)Oc2ccccc2NC1=O (stereo not drawn)	2	7	-3.2	-2	-17	1.5	-3	11	-3.2	-2
36	O=S(=O)(c1ccccc1C(F)(F)F)N1CCN(S(=O)(=O)c2ccccc2C(F)(F)F)CC1	-6	3	-1.0	19	-14	-4.8	0	1	-0.2	21
37	C=CCc1cccc(C=Nc2c[nH]c(=O)[nH]c2=O)c1O	7	-8	3.6	-12	4	-2.5	1	-11	1.6	6
38	Cc1cccc(NC(=O)N2CCCC2C(=O)Nc2ccccc2)c1 (stereo not drawn)	-4	-1	-0.4	1	-6	-2.4	1	-3	-0.8	11
39	Cc1ccc(-n2nnnc2-c2cnc(N3CCCC3)nc2C(F)(F)F)cc1	-5	-2	0.4	-2	-4	.	-3	-9	2.1	6
40	O=C1CC(C(=O)Nc2ccc(C(=O)N3CCOCC3)cc2)C2(CCCCC2)O1 (stereo not drawn)	4	-13	0.3	8	-1	-0.9	3	2	0.9	13

Structures above with bromine:
entry	structure	GDH-TPI inh	BoNT F protease	UGM FP inh	CCHF vOTU inh	MazEF act	BioA inh	FBA Mtb inh	Rv3671c protease	FadD28 binding	DUSP3 inh
2	CCN(C(=O)COc1ncnc2ccc(Br)cc12)C1CCS(=O)(=O)C1 (stereo not drawn)	-14	-3	-1.4	0	5	-0.8	1	0	-3.1	5
32	CS(=O)(=O)N(CC(=O)Nc1cccc(Br)c1)Cc1ccccc1	8	-12	-2.3	-6	2	-2.7	0	.	-0.9	27

Returning to the listing, starting 3 compounds before the break.
entry	structure	GDH-TPI inh	BoNT F protease	UGM FP inh	CCHF vOTU inh	MazEF act	BioA inh	FBA Mtb inh	Rv3671c protease	FadD28 binding	DUSP3 inh
38	Cc1cccc(NC(=O)N2CCCC2C(=O)Nc2ccccc2)c1 (stereo not drawn)	-4	-1	-0.4	1	-6	-2.4	1	-3	-0.8	11
39	Cc1ccc(-n2nnnc2-c2cnc(N3CCCC3)nc2C(F)(F)F)cc1	-5	-2	0.4	-2	-4	.	-3	-9	2.1	6
40	O=C1CC(C(=O)Nc2ccc(C(=O)N3CCOCC3)cc2)C2(CCCCC2)O1 (stereo not drawn)	4	-13	0.3	8	-1	-0.9	3	2	0.9	13
41	CC(=O)Nc1ccc(S(=O)(=O)N2CCN(Cc3ccncc3)CC2)cc1	11	6	1.7	3	-1	-1.2	4	3	-0.1	-20
42	CC(C)(C)c1csc(NC(=O)c2cccnc2)n1	27	?	-2.1	11	-5	-0.1	-1	.	-1.7	1
43	Cc1ccc(C(=O)CN2CCN(c3ccccn3)CC2)c(C)c1	0	-18	.	-2	3	-0.1	5	.	1.4	-10
44	Cc1nc2nc[nH]n2c(=O)c1NC(=O)CCc1ccccc1	1	0	.	14	12	-4.6	1	1	0.9	-4
45	CC1(C)CC(=O)C2=C(C1)N(c1ccc(F)cc1)C(=O)NC2(C(F)(F)F)C(F)(F)F	-14	9	-1.3	-5	6	1.0	4	3	-1.9	12
46	C=CCn1c(Cc2nc3ccccc3[nH]2)n[nH]c1=S	8	-3	-8.1	5	5	-1.5	-1	-8	0.0	12
47	Cc1cccc(N(C(=O)c2snc(C(N)=O)c2N)C(C(=O)NCC2CCCO2)c2ccc3ncccc3c2)c1 (stereo not drawn)	10	13	-0.6	-23	-5	-0.1	14	-3	-0.8	32
48	COC(=O)C1=C(c2ccccc2)C[C@@H]2CC[C@H]1N2C(=O)NC(C)C	-2	-2	0.1	1	5	1.8	-1	0	-2.6	.

The list goes on.
entry	structure	GDH-TPI inh	BoNT F protease	UGM FP inh	CCHF vOTU inh	MazEF act	BioA inh	FBA Mtb inh	Rv3671c protease	FadD28 binding	DUSP3 inh
49	COc1ccc(C/C(N)=N/OC(C)=O)cc1OC	-11	3	-3.4	2	-6	.	1	8	-3.2	-4
50	Cc1ccc(S(=O)(=O)N2CCCC(C(=O)NCc3ccccn3)C2)cc1 (stereo not drawn)	7	-2	-1.8	1	5	1.4	5	-8	-1.2	-8
51	CCN(CC)C(=O)C1CCCN(c2ccc([N+](=O)[O-])cc2/C=N/NC(=O)c2cccc(Br)c2)C1 (stereo not drawn)	9	2	0.4	-2	-1	0.0	-3	-48	-6.0	21
52	CC(C(=O)OCC(=O)Nc1ccccc1OC(F)F)N1C(=O)C2CC=CCC2C1=O (stereo not drawn)	5	-2	.	11	2	-0.8	-5	.	-2.5	.
53	COc1cccc(-c2nc(CS(=O)(=O)CC(=O)Nc3c(C)cccc3C)c(C)o2)c1	-7	-5	-2.1	-3	9	0.1	5	-1	-3.6	19
54	CC(=O)[C@H]1[C@H](C#N)C[C@H]2[C@@H]3CC=C4C[C@@H](O)CC[C@]4(C)[C@H]3CC[C@@]21C	5	-5	-3.4	6	6	4.4	3	-7	0.2	5
55	NS(=O)(=O)c1ccc(CCNC(=O)c2cncc(Br)c2)cc1	-2	-7	-1.5	-3	2	-1.0	0	2	-4.0	47

Screening data from PubChem.
